# Screening data from PubChem BioAssay.
# STAT1 act = STAT1 signaling activators, primary screen, cell-based, HTS, luciferase reporter. NIH 3T3 STAT1-luciferase reporter, IFN-gamma, luminescence; 100% = IFN-gamma alone, no compound. activation (% of control), % at 5.5 µM. actives 2.6% (n = 200,000);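 active = activation above the screen-wide mean activation plus 3 SD, cut at about 130% in these data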;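 note: raw ratio to IFN-gamma control signal so 100% means no change and 0% no light; values of inactives mirror those of a sister screen read the other way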
# FLuc stim CS = FLuc activators, initial screening, artefact control for FLuc-dependent activation tests, biochemical, ATPlite luminescence. 200,000 tested, under 10 active. activation factor at 10 µM. ATPlite luciferase biochemical, 10 min; 0 = ATP-free wells, 1 = DMSO control. Luciferin 4-monooxygenase (Photinus pyralis), P08659;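 active = luciferase activation factor, scaled between plate controls, of at least 2 with compound at 10 µM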
# Target sequence (P08659 whole entry, looked up): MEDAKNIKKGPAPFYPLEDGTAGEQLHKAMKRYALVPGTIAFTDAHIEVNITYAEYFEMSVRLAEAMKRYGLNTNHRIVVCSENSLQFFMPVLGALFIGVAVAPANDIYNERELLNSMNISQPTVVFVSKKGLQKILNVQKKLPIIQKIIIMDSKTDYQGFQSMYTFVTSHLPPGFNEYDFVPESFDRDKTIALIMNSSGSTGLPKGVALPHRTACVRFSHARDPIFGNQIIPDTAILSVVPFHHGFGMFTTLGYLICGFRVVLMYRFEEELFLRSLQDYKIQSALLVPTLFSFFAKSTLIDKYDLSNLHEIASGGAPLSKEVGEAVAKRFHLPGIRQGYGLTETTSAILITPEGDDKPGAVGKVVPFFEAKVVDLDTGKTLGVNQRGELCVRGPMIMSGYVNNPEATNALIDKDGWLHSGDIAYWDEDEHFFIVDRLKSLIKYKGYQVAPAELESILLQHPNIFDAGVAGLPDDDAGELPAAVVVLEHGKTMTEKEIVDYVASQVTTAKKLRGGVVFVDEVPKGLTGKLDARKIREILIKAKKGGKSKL
#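 Assay system: Luciferase/luciferin detection reagent, cell-free biochemical luciferase assay / Also added: ATP substrate / Schedule: 10 min at ambient temperature / Measured by: luminescence measurement of luciferase light output / Benchmarks: low control with PBS replacing ATP, high control enzyme plus ATP without compound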
# APP 5'UTR act = activators of APP 5'UTR luciferase reporter, primary screen, SH-SY5Y cells | SH-SY5Y APP 5'UTR luciferase reporter, luminescence; zero percent = DMSO vehicle wells | activation, % at 2 µM | actives 1% (n = 190,000) | AID 1276, 2008;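 active = activation above a set limit, based on mean plus 3 SD of controls, cut at about 140% in these data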; note: values of inactives mirror those of a sister screen read the other way
# STAT1 blocker = STAT1 signaling inhibitors, primary screen, cell-based, HTS, luciferase reporter; inhibition, % at 5.5 µM; NIH 3T3 STAT1-luciferase reporter, IFN-gamma, luminescence; actives 0.35% (n = 200,000);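 active = inhibition above a set limit, the mean inhibition across all tested compounds plus 3 SD, cut at about 34% in these data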;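 note: 0% = IFN-gamma with DMSO and 100% = IFN-gamma with 300 µM nifuroxazide; values of inactives mirror those of a sister screen read the other way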
# NF-kB expr up = activators of NF-kB expression in neurons, primary screen, cell-based, HTS | human neuronal cells, NF-kB reporter expression; hits give high values | fold change at 12.5 µM | actives 1.6% (n = 190,000); in the data active = fold change above about 3.3
# STAT3 activator = IL-6 driven STAT3 reporter potentiators, primary screen, U3A cells, luciferase, luminescence, MLSCN library; IL-6 STAT3-luciferase reporter; 100% = signal with IL-6 EC80 alone; activation (% of control), % at 5.6 µM; actives 0.91% (n = 190,000); AID 871, 2007;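 active = activation above the screen-wide mean of compound activation plus 3 SD, cut at about 130% in these data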;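 note: 0% = background luminescence of wells with medium and substrate only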
#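 Material: human STAT1-deficient U3A cells with stable STAT3-luciferase reporter / Probe or stimulus: IL-6 stimulus at 33 ng/mL final / Schedule: 1 h compound pre-exposure, 6 h IL-6 stimulation, 37 °C / Technique: luminescence / Read-out basis: percent of IL-6-only median luminescence / Control set: IL-6-only high control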
# STAT3 inh = IL-6 driven STAT3 reporter inhibitors, primary screen, U3A cells, luciferase, luminescence, MLSCN library. IL-6 STAT3-luciferase reporter; host cell line lacks STAT1. AID 862, 2007. inhibition, % at 5.5 µM. actives 0.89% (n = 190,000);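 active = inhibition above the mean inhibition across all screened compounds plus 3 SD, cut at about 44% in these data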;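 note: 0% = DMSO only wells and 100% = 100 µM nifuroxazide control wells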
# FLuc inh counter = firefly luciferase enzyme inhibitors, primary screen, artefact control for luciferase-based inhibitor screens, biochemical, luminescence, ATPLite; actives 1.5% (n = 200,000); AID 1006, 2008; inhibition, % at 10 µM; 10 min; Luciferin 4-monooxygenase (Photinus pyralis), P08659;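 active = inhibition above about 50% when tested at 10 µM, limit read from the data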
# APP transl inh = inhibitors of APP translation via 5'UTR reporter, primary screen, APP 5'UTR luciferase, SH-SY5Y cells. inhibition, % at 2 µM. actives 0.82% (n = 190,000). AID 1285, 2008. SH-SY5Y APP 5'UTR-luciferase reporter, luminescence;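 active = inhibition above a set limit, derived from the sample mean plus 3 SD, cut at about 45% in these data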; note: values of inactives mirror those of a sister screen read the other way
# ROMK primary = ROMK potassium channel modulators, primary screen, cell-based, thallium flux, MLSMR library | ATP-sensitive inward rectifier potassium channel 1 (Homo sapiens), P48048 | AID 1918, 2009 | B-score at 10 µM | actives 2% (n = 130,000) | Tet-inducible ROMK, thallium flux fluorescence; actives lie on both sides;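 active = signal ratio slope over the read window, or its plate-corrected B-score, at least 3 SD from the plate mean, either direction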;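 note: B-score of the F/F0 ratio slope over 7 to 12 s after thallium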
# Target sequence (P48048 whole entry, looked up): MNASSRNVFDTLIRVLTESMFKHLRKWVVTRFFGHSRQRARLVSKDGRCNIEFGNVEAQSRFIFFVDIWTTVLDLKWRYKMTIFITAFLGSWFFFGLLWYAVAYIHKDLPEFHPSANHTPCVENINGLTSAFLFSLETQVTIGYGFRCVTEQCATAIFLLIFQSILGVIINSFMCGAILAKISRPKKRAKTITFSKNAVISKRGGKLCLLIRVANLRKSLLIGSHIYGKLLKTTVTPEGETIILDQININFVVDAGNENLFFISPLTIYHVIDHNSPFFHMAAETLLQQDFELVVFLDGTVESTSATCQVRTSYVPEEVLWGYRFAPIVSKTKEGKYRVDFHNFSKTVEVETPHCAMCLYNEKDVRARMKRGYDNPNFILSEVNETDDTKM
# * = called active by the depositor; / = not tested or not shown.
1	Cc1nc2ccccc2n1CC(=O)NCc1ccccc1
2	Oc1ccc(/C=N/N(Cc2ccccc2)c2ccccc2)c(O)c1O
3	COC(=O)/C(=C/c1cccnc1)NC(=O)c1ccccc1
4	CCN(CC)S(=O)(=O)c1cccc(NC(=O)C(=O)c2c(-c3ccccc3)cc3ccccn23)c1
5	CC(C)N(C(=O)CO/N=C/c1cccc([N+](=O)[O-])c1)C(C)C
6	O=C(/C=N\O)NCCCNCc1ccccc1
7	O=C(CN1C(=O)c2ccccc2S1(=O)=O)N1CCc2ccccc21
8	COC(=O)c1ccc(Cn2cc(C(F)(F)F)cc([N+](=O)[O-])c2=O)cc1

Assay by compound	1	2	3	4	5	6	7	8
FLuc inh counter	-6	-6	-5	0	-2	0	-5	-8
STAT1 blocker	26	4	6	19	2	-3	61*	7
STAT3 activator	71	104	98	104	99	100	28	100
APP transl inh	4	-11	-12	2	-2	-12	10	7
APP 5'UTR act	-4	11	13	-2	2	12	-10	-7
ROMK primary	-1.4	/	/	-0.33	/	/	-0.42	0.58
STAT3 inh	38	-2	-3	2	3	5	89*	0
FLuc stim CS	1.1	1.1	1.1	1	1	1	1	1.1
STAT1 act	86	94	94	83	97	103	43	93
NF-kB expr up	0.84	1.3	1.4	0.62	1.3	0.9	0.67	0.91

9	O=C(Nc1ccccc1OC(F)F)c1cc2c(s1)CCC2
10	CCCCCCn1c(O)c(/C=C2\C=NN=C2c2ccccc2)sc1=S
11	C/C(=N\O)C1(C)N(O)C(C)(C)C(c2ccc(Br)cc2)=[N+]1[O-] (configuration not stated)
12	CCOC(=O)C1CCN(CC(=O)c2c(C)[nH]c3ccccc23)CC1
13	Cc1cccc(/C=N/NC(=O)c2cccc([N+](=O)[O-])c2)n1
14	N#CC(C#N)=c1ccc2c(c1)NC1(CCCCC1)N=2
15	CSc1ccccc1C(=O)Nc1cccc(C(C)O)c1 (configuration not stated)
16	CCCC(NC(=O)c1ccccc1)c1nc2ccccc2n1Cc1ccc(C(=O)OC)o1 (configuration not stated)

Assay by compound	9	10	11	12	13	14	15	16
FLuc inh counter	3	-3	-5	-3	12	26	0	-4
STAT1 blocker	-10	-3	0	7	-5	4	-2	5
STAT3 activator	95	101	97	118	92	92	104	106
APP transl inh	-36	15	0	-23	10	11	-9	0
APP 5'UTR act	36	-15	0	23	-10	-11	9	0
ROMK primary	/	/	-0.98	/	0.85	-1.3	/	/
STAT3 inh	11	-2	8	-20	11	12	-2	-3
FLuc stim CS	1	1	1.1	1	0.9	0.7	1	1
STAT1 act	110	102	99	94	106	96	102	95
NF-kB expr up	1.6	1	1.1	0.86	0.86	2.1	1	1.3

17	O=C(c1cccs1)N1CCN(c2nnc(-c3ccccc3)c3ccccc23)CC1
18	COc1ccc(S(=O)(=O)N2CCN(C(=O)CCC3CCCC3)CC2)cc1
19	CCOC(=O)c1c(C)sc2c1N(C(=O)CN(CC)CC)c1cc(Cl)ccc1S2
20	C=CCn1c(=O)c2ccccc2n2c(SCC(=O)Nc3cc(C)on3)nnc12
21	COc1ccc(-c2nnc3ccc(SCC(N)=O)nn23)cc1OC
22	COc1ccc(OC)c(NC2=C(Cl)C(=O)N(Cc3ccccc3)C2=O)c1
23	Cc1cccc2nc(CSc3ccc(Cl)cc3)cn12
24	CC(=O)Nc1ccc(CN2CCC(CO)(CCOc3ccccc3)CC2)cc1

Assay by compound	17	18	19	20	21	22	23	24
FLuc inh counter	-8	-8	-3	-5	-5	-8	31	-7
STAT1 blocker	10	4	1	-3	3	3	-34	5
STAT3 activator	99	105	103	91	99	109	91	103
APP transl inh	-22	-6	/	-19	1	-17	-102	-2
APP 5'UTR act	22	5	/	19	-1	17	102	2
ROMK primary	-0.34	/	-0.13	/	-0.71	-0.02	-0.61	-0.34
STAT3 inh	2	-1	-4	16	3	-3	16	2
FLuc stim CS	1.1	1.1	1	1.1	1	1.1	0.7	1.1
STAT1 act	91	97	100	103	97	96	132*	94
NF-kB expr up	0.53	1.4	0.85	0.7	1.1	1.1	/	1.2

25	CC(C)(C)c1ccc(-c2nn(CCC#N)cc2/C=N/O)cc1
26	Cc1cccc(Oc2ccc(Cl)cc2N)c1
27	Cc1ccc(CCNC(=O)C2CCC(=O)N2C(C)C)cc1 (configuration not stated)
28	CC1CC(=O)NN=C1c1ccc(N)c([N+](=O)[O-])c1 (configuration not stated)
29	FC(F)(F)c1cc(-c2ccccc2)nc(NC2CCCC2)n1
30	Cc1cc(NC(=O)C2C3C(=O)N(Cc4ccc(Cl)cc4)C(C(=O)NC(C)(C)C)C34C=CC2(C)O4)no1 (configuration not stated)
31	CCN1CCN(CC(=O)N2CCCC(C(=O)c3ccc(Oc4ccccc4)cc3)C2)CC1 (configuration not stated)
32	CCNC(=S)N/N=C(\C)c1cc2ccccc2o1

Assay by compound	25	26	27	28	29	30	31	32
FLuc inh counter	-5	0	-10	-1	-11	-7	-1	0
STAT1 blocker	1	-13	-9	6	7	6	4	-20
STAT3 activator	102	96	102	95	100	108	104	94
APP transl inh	-30	-20	-25	-4	-11	-7	18	-33
APP 5'UTR act	30	20	25	4	11	7	-18	33
ROMK primary	/	-0.27	0.94	-0.74	-0.59	/	-0.22	/
STAT3 inh	-1	13	2	4	6	-5	-2	12
FLuc stim CS	1	1	1.1	1	1.1	1.1	1	1
STAT1 act	98	112	107	95	94	95	96	118
NF-kB expr up	1.1	1.7	1.1	1.1	1.2	0.91	0.98	1.5

# Single records, as listed above. Screens in order: FLuc inh counter	STAT1 blocker	STAT3 activator	APP transl inh	APP 5'UTR act	ROMK primary	STAT3 inh	FLuc stim CS	STAT1 act	NF-kB expr up
# Cc1cccc(Oc2ccc(Cl)cc2N)c1 across the screens: 0	-13	96	-20	20	-0.27	13	1	112	1.7
# CCN1CCN(CC(=O)N2CCCC(C(=O)c3ccc(Oc4ccccc4)cc3)C2)CC1 (configuration not stated) across the screens: -1	4	104	18	-18	-0.22	-2	1	96	0.98
# Cc1ccc(CCNC(=O)C2CCC(=O)N2C(C)C)cc1 (configuration not stated) across the screens: -10	-9	102	-25	25	0.94	2	1.1	107	1.1

# Other entries follow:
33	COc1ccc(CCNC(=O)CSc2nnc(-c3ccc(F)cc3)c3ccccc23)cc1OC
34	COc1ccc(C)cc1S(=O)(=O)N(C)CC(=O)NC1CCCCCC1
35	O=C(OCCN1C(=O)c2ccccc2C1=O)c1cc(S(=O)(=O)N2CCOCC2)ccc1Cl
36	COc1ccccc1NS(=O)(=O)c1cccc(C(=O)N/N=C/c2ccc(C)o2)c1
37	CCCC(=O)c1cc(-c2nc3ccccc3n2C)n(C)c1
38	CC(C)NS(=O)(=O)c1ccc(CCC(=O)Nc2ccc3c(c2)OCCO3)cc1
39	O=C(Nc1ccc(F)c(Cl)c1)Nc1ccc(Cl)cn1
40	COc1cc(/C=C/C(=O)OCC(=O)NC2CC2)cc(S(=O)(=O)N2CCc3ccccc32)c1OC

Assay by compound	33	34	35	36	37	38	39	40
FLuc inh counter	-7	-8	-9	0	-4	2	-6	1
STAT1 blocker	7	-7	-5	-2	5	0	8	7
STAT3 activator	102	136*	98	103	81	97	87	106
APP transl inh	-16	-1	16	-3	-36	6	-10	-10
APP 5'UTR act	16	1	-16	3	36	-6	10	10
ROMK primary	/	-0.82	0.16	-0.039	-0.28	0.42	-0.62	-18*
STAT3 inh	-2	-38	5	8	26	4	19	3
FLuc stim CS	1.1	1.1	1.1	1	1	1	1.1	1
STAT1 act	94	103	105	101	95	100	93	94
NF-kB expr up	1	1.1	0.5	1.1	1.2	1.2	1	1.4

41	O=C(O)/C=C/C(=O)NC1CCS(=O)(=O)C1 (configuration not stated)
42	Cc1cc(C)c(C(=O)COC(=O)c2cccnc2Cl)c(C)c1
43	Cc1nnnn1-c1ccc(CC(=O)O)cc1
44	Cc1ccc2c(c1)-c1c(cnn1CC(=O)N(Cc1ccco1)C1CCCCC1)CO2
45	CCCCCOC(=O)C1C2C=CC3(CN(c4ccccc4C)C(=O)C13)O2 (configuration not stated)
46	O=C(CSc1nc2ccc(Cl)cc2o1)NCc1ccc2c(c1)OCO2
47	Cc1cccc(C)c1NC(=O)c1cccc(COc2cc(Cl)ccc2Cl)c1
48	Cc1sc2nc(SCC(=O)C(C)(C)C)n(Cc3ccco3)c(=O)c2c1C

Assay by compound	41	42	43	44	45	46	47	48
FLuc inh counter	1	-1	-3	-4	-5	1	-10	-8
STAT1 blocker	-4	-25	-1	-3	8	-4	9	3
STAT3 activator	95	90	103	102	101	91	101	107
APP transl inh	-6	-8	-22	5	-8	-9	-14	-4
APP 5'UTR act	6	8	22	-5	8	9	15	4
ROMK primary	/	-1.1	-0.33	/	/	/	-0.18	/
STAT3 inh	8	14	-3	3	5	17	2	-4
FLuc stim CS	1	1	1	1	1.1	1	1.1	1.1
STAT1 act	104	122	100	102	93	104	92	97
NF-kB expr up	1	1.6	1.5	0.69	0.99	1.2	1.7	2

# Random excerpt: 2 compounds from above
44	Cc1ccc2c(c1)-c1c(cnn1CC(=O)N(Cc1ccco1)C1CCCCC1)CO2
46	O=C(CSc1nc2ccc(Cl)cc2o1)NCc1ccc2c(c1)OCO2

Assay by compound	44	46
FLuc inh counter	-4	1
STAT1 blocker	-3	-4
STAT3 activator	102	91
APP transl inh	5	-9
APP 5'UTR act	-5	9
ROMK primary	/	/
STAT3 inh	3	17
FLuc stim CS	1	1
STAT1 act	102	104
NF-kB expr up	0.69	1.2

# Going on with the list.
49	CCCCn1c(-c2cccs2)nc2nc3ccccc3nc21
50	CCC/C=N/NC(=O)c1cc(-c2ccccc2)nc2ccccc12
51	CCOC(=O)c1sc(=NC(=O)/C=C/c2ccccc2)n(C)c1C
52	O=C(CSc1nc(-c2ccccc2)c(-c2ccccc2)[nH]1)NCc1ccco1
53	COC(=O)c1c(NC(C)=O)sc(C(=O)Nc2ccccc2C)c1C
54	Cc1ccc2nc(NC(=O)C3CCCN(S(=O)(=O)c4cccc5nsnc45)C3)sc2c1 (configuration not stated)
55	COc1ccc(CNC(=O)C(c2ccco2)N(Cc2cccs2)C(=O)Cc2cccs2)cc1 (configuration not stated)
56	COc1ccc(S(=O)(=O)N2CCCCC2)cc1NC(=O)c1ccc(=O)[nH]c1

Assay by compound	49	50	51	52	53	54	55	56
FLuc inh counter	11	4	9	-8	-2	-2	-6	-7
STAT1 blocker	-5	-6	-26	13	-6	-6	6	-3
STAT3 activator	108	104	102	94	86	91	97	98
APP transl inh	0	12	-55	0	-7	-18	-10	3
APP 5'UTR act	0	-12	55	1	7	19	10	-3
ROMK primary	/	-0.0067	0.24	/	/	-0.08	/	0.0064
STAT3 inh	-6	-2	-1	8	19	12	7	6
FLuc stim CS	0.9	1	0.9	1.1	1	1	1.1	1.1
STAT1 act	105	105	123	88	104	106	95	99
NF-kB expr up	0.71	1.1	1.3	1.1	1.5	1.1	0.32	1.1
